Screening results deposited in PubChem BioAssay by several laboratories.
Autophagy mod = autophagy modulators in MEF cells, primary screen, imaging, high-content, MEF GFP-LC3; MEF GFP-LC3 puncta imaging; test concentration mostly 10 µM; calls only at 10 µM (by protocol); 190,000 compounds, 0.98% hits; AID 463193, 2010;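 active = percentage of spot-positive cells more than 3 SD above its plate mean, without a fluorescence outlier flag or 80% toxicity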;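 also: spot-positive cell cutoff set from DMSO-treated cells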
T cell HTS = modulators of CD8 T cell-vesicle binding, primary screen, mouse 2C CD8+ T cells, flow cytometry; AID 2052, 2009; calls only at 7 µM; 2C CD8+ T cell-vesicle binding; hits give low values; 330,000 compounds, 0.068% hits;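 active = response, share of CD8 T cells binding vesicles, and their 90th percentile fluorescence all below set limits, cut at about 80% in these data, passing the limit was not always enough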
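Benchmarks: naked versus QL9-loaded vesicles / Assay system: purified 2C TCR transgenic mouse naive CD8+ T cells / Technique: high-throughput flow cytometry with anti-B7-1 and anti-CD8 staining / Timing: Cell–vesicle co-incubation 1.5 h at 37 °C, staining 20 min on ice / Read-out: percent CD8+ FL2 mean versus row control / Probe or stimulus: QL9-loaded Drosophila micro-vesicles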
PMI inhibition = human PMI inhibitors, high substrate, primary screen, biochemical, fluorescence intensity, high mannose 6-phosphate (AID 1220); recombinant PMI enzyme, coupled fluorescence intensity; higher % means a stronger effect; Mannose-6-phosphate isomerase (Homo sapiens); one-dose inhibition, % at 20 µM; IC50 in µM for titrated hits; 190,000 compounds, 0.66% hits
Ins promoter up = insulin promoter activators in MIN6 cells, imaging, high-content screening, mouse beta cells; MIN6 insulin promoter-GFP reporter; hits give high values; z-score at 5 µM; 190,000 compounds, 0.3% hits;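 active = z-score above 3 at 5 µM with at least 500 cells counted in the well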
PMI inhibitors = inhibitors of human PMI, primary screen, biochemical, fluorescence intensity, coupled assay (AID 1209); inhibition, % at 20 µM; hits with a dose series show IC50 in µM; Mannose-6-phosphate isomerase (Homo sapiens); 190,000 compounds, 0.42% hits; purified PMI enzyme, coupled fluorescence intensity; higher % means a stronger effect;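 also: plate controls were DMSO vehicle for no effect and wells lacking substrate for full effect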
b-catenin transl = modulators of beta-catenin nuclear translocation, primary screen, imaging, HeLa cells, immunofluorescence, high-content; nuclear translocation activity, % at 5 µM; 190,000 compounds, 0.3% hits; AID 1665, 2009;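 active = nuclear translocation activity above 50% at 5 µM, with a well cell count of 50 or more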;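 also: per-cell ratio of nuclear to cytoplasmic median beta-catenin stain intensity; plate controls were DMSO negative control for no effect and GSK-3 inhibitor IX positive control for full effect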
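assay system = human HeLa cells, endogenous beta-catenin | times = compound treatment 24 h, 37°C, 5% CO2 | detection = Anti-beta-catenin immunofluorescence on PFA-fixed, Triton-permeabilized cells, DAPI nuclei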
TNAP activation fold = human TNAP enzyme activators, primary screen, biochemical, luminescent, no phosphate acceptor, uHTS (AID 1001) | 200,000 compounds, 0.03% hits | activation fold at 20 µM, or EC50 in µM where a hit was titrated | purified TNAP, luminescent activation assay, no phosphate acceptor; higher activation fold means a stronger effect; in the data active = activation fold from about 3, or a potency from the dose series; inactive = the rest, 99 in 100 with activation fold below about 1.6; also: many of its hits are not listed in these tables
Lipid droplet = inhibitors of hepatocyte lipid droplet formation, primary screen, imaging, high-throughput imaging, BODIPY stain; 240,000 compounds, 0.4% hits; inhibition, % at 6.5 µM; AML12 mouse hepatocytes, oleate lipid droplets; AID 1656, 2009;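 active = lipid droplet intensity inhibited by at least 50%, with more than 500 cells counted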
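Assay system: AML12 mouse liver cells | Compound dosing: One dose, 6.5 µM compound | Read-out basis: Droplet intensity reduction, % inhibition | Measured by: Fluorescence imaging, 20x objective, two fields per well | Schedule: Overnight treatment with compound plus oleate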
MT stabilizer = microtubule stabilizers in HeLa cells, primary screen, imaging, high-content imaging; HeLa tubulin immunostaining HCS, 24 h; share of cells brighter than vehicle mean+2SD; % tubulin-high responders, % at 10 µM; 200,000 compounds, 0.83% hits; AID 2205, 2009;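 active = plate Z-score above 3 for both tubulin-high and condensed-nucleus cell shares, with cell loss under 80%, at 10 µM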;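 also: anti alpha tubulin signal scored within the nucleus-defined area of each cell; some results filed as inactive read as strong as hits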
Ins promoter up cell count = also measured in Ins promoter up; calls as there; cell count; measured here: cytotoxicity, nuclei count;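 total cells summed across four imaged fields per well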
Lipid droplet cells 6.5 µM = also measured in Lipid droplet; calls as there; cell count; measured here: cell count, cytotoxicity flag;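 cells counted across two imaged fields per well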
b-catenin transl cell count 5 µM = also measured in b-catenin transl; calls as there; cell count; measured here: cell count, cytotoxicity flag
T cell HTS vesicle-bound % = recorded beside T cell HTS, whose call it bears; double positive events, %; measured here: CD8+ vesicle-bound cell fraction;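 binding gate set so that unloaded-vesicle control wells show 10% double positive cells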
MT stabilizer Hoechst-high % = second read-out of MT stabilizer, no call of its own (marks repeat the call); % Hoechst-high responders; measured here: nuclear condensation Hoechst responders;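 share of cells brighter than vehicle mean plus two SD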
MT stabilizer cytotoxicity % = recorded beside MT stabilizer, whose call it bears; toxicity, %; measured here: cytotoxicity by cell density;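 0% = mean cell density of plate MIN control wells and 100% = no cells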
Autophagy mod cell loss 18 h = second read-out of Autophagy mod, no call of its own (marks repeat the call); toxicity, %; measured here: cell loss, nuclei count;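 cell loss after 18 h compound exposure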
* = called active by the depositor; i = inactive; . = no result given. Rule as the data show it, unless noted: active = inhibition above about 50%; inactive = the rest.

SMILES	Autophagy mod	Autophagy mod cell loss 18 h	T cell HTS	T cell HTS vesicle-bound %	PMI inhibition	Ins promoter up	Ins promoter up cell count	PMI inhibitors	b-catenin transl	b-catenin transl cell count 5 µM	TNAP activation fold	Lipid droplet	Lipid droplet cells 6.5 µM	MT stabilizer	MT stabilizer Hoechst-high %	MT stabilizer cytotoxicity %
Cc1nc(SCC(=O)Nc2c(C)n(C)n(-c3ccccc3)c2=O)[nH]c(=O)c1Cc1ccccc1	i	49	i	13	-4%	-0.8	1419	-15%	-6.0	838	1	.	.	0.8	1.1	7.4
CS(=O)(=O)N(CC(=O)NCc1ccco1)c1ccc(Cl)cc1Cl	i	9	i	52	-4%	0.19	1240	-10%	1.0	1086	1.1	-10	648	4.3	1.4	8.0
CCn1nc(C)c(CCC(=O)O)c1C	i	-1	i	51	-3%	.	.	11%	0.8	1535	1.1	22	685	1.2	3.0	9.8
CC(C)(C)c1cc(S(=O)(=O)CCc2ccccn2)cc(C(C)(C)C)c1F	i	17	i	38	0%	-0.23	950	4%	.	.	1.2	18	811	1.5	1.3	7.0
Cc1ccc(S(=O)(=O)N2CCCCC2C(=O)O)cc1 (stereo not given)	i	6	i	51	.	-0.1	1577	.	-0.6	1602	1.1	4	719	1.9	1.8	5.0
COc1ccc(/C=N\Nc2ncc(F)c(N3CCOCC3)n2)cc1OC	.	.	i	9	.	-0.21	1064	.	0.2	1252	.	-4	745	.	.	.
COc1ccc(N(CC(=O)NCc2ccccc2)S(=O)(=O)c2c(C)noc2C)cc1	i	15	i	23	18%	1.8	1222	12%	-0.8	821	1.1	.	.	2.2	1.3	15
COc1ccc2[nH]c(CN3CCN(C(C)C)C(CCO)C3)c(C)c2c1 (stereo not given)	i	3	i	57	-12%	-1.2	1658	-8%	0.3	1517	1.1	2	654	3.4	2.5	7.5
Cc1cc2c3c(c1C)C1(C(=O)N3C(C)(C)CC2C)C(C#N)=C(N)Oc2n[nH]c(C)c21 (stereo not given)	i	-10	i	48	10%	0.33	1281	13%	.	.	1.1	-8	779	1.6	1.0	1.8
Cn1c(CSc2ncn[nH]2)nc2ccccc21	i	7	i	21	8%	.	.	11%	-4.5	953	1.1	.	.	2.3	1.8	7.7
C/C(=N\N1C(=O)c2ccccc2NC1c1ccccc1)c1ccccc1O (stereo not given)	i	3	i	50	-3%	0.01	1524	-1%	0.4	1505	1	-3	724	4.7	1.3	2.1
CCCc1nc(N2CCOCC2)c2sc(=S)n(-c3ccccc3)c2n1	i	-3	.	.	9%	0.62	918	8%	.	.	1.1	.	.	9.8	1.6	9.6
O=C(CSc1nc2cc(C(F)(F)F)ccc2n1Cc1ccccc1)NC1CCS(=O)(=O)C1 (stereo not given)	i	-8	i	18	3%	0	1418	5%	-4.2	594	1	-4	770	3.0	2.3	11
N#Cc1nc(-c2cccs2)oc1NCCCN1CCOCC1	i	-4	i	29	4%	-0.08	1888	2%	-2.6	1048	1.1	3	638	3.3	3.0	2.9
CCOC(=O)C1(CC2CC2)CCN(Cc2cc(Cl)c(O)c(OC)c2)CC1	i	5	i	57	25%	-0.82	1476	10%	-1.6	1084	1	-18	675	2.1	1.4	9.9
Cc1nn2c(-c3ccc(Cl)cc3)ccnc2c1-c1ccccc1	i	36	.	.	5%	.	.	5%	0.3	1097	1.1	10	814	1.5	1.7	3.2
CCn1c(N2CCN(S(=O)(=O)c3ccc(Cl)cc3)CC2)nc2ccccc21	i	10	i	32	4%	.	.	8%	-0.2	1546	1.1	-23	700	4.4	2.1	13
c1ccc(OCCCn2nnc(-c3ccncc3)n2)cc1	i	2	i	24	-2%	-1.1	960	-6%	-2.8	1286	1	16	773	1.6	1.9	11
Cc1cccc(NC(=O)c2ccc([N+](=O)[O-])o2)n1	i	-22	i	40	4%	1.3	1505	-7%	12	1293	1	.	.	3.5	1.8	18
C(/C=C/C=C/Nc1ccccc1)=Nc1ccccc1	i	-5	i	68	-8%	0.67	972	-2%	0.3	1154	1.1	-3	763	2.7	1.8	8.4
CCOC(=O)c1c(C)nc(-c2ccccc2)nc1NC(=O)CC	i	-3	i	54	-4%	2.9	1314	-2%	-0.9	726	1	.	.	4.8	3.3	6.4
COc1ccc(-c2cc3nc4c(c(=O)n3[nH]2)CCC4)cc1	i	1	i	30	22%	.	.	22%	.	.	1.1	11	751	3.1	0.6	8.1
CC(=O)OCC[n+]1c(C)n(-c2ccccc2)c2ccc(Cl)cc21	i	-7	i	40	16%	0.16	1583	30%	-0.5	974	1.1	6	648	3.0	3.2	4.6
Cc1ccc(C2=NN(C3=NN=C(N)Cc4ncnn43)C(O)(C(F)(F)F)C2)cc1 (stereo not given)	i	-18	i	62	.	.	.	.	-0.2	1539	2.6	0	668	1.0	1.3	4.4
Cc1cccc(C)c1NC(=O)Nc1ccccc1-n1ccnc1	i	7	i	28	0%	0.56	1400	1%	1.2	1124	1.3	11	714	3.0	1.8	8.9

Structures from the list above with an aryl thioether with sulfur outside any ring (3):
SMILES	Autophagy mod	Autophagy mod cell loss 18 h	T cell HTS	T cell HTS vesicle-bound %	PMI inhibition	Ins promoter up	Ins promoter up cell count	PMI inhibitors	b-catenin transl	b-catenin transl cell count 5 µM	TNAP activation fold	Lipid droplet	Lipid droplet cells 6.5 µM	MT stabilizer	MT stabilizer Hoechst-high %	MT stabilizer cytotoxicity %
Cc1nc(SCC(=O)Nc2c(C)n(C)n(-c3ccccc3)c2=O)[nH]c(=O)c1Cc1ccccc1	i	49	i	13	-4%	-0.8	1419	-15%	-6.0	838	1	.	.	0.8	1.1	7.4
Cn1c(CSc2ncn[nH]2)nc2ccccc21	i	7	i	21	8%	.	.	11%	-4.5	953	1.1	.	.	2.3	1.8	7.7
O=C(CSc1nc2cc(C(F)(F)F)ccc2n1Cc1ccccc1)NC1CCS(=O)(=O)C1 (stereo not given)	i	-8	i	18	3%	0	1418	5%	-4.2	594	1	-4	770	3.0	2.3	11

Remaining list, next part
SMILES	Autophagy mod	Autophagy mod cell loss 18 h	T cell HTS	T cell HTS vesicle-bound %	PMI inhibition	Ins promoter up	Ins promoter up cell count	PMI inhibitors	b-catenin transl	b-catenin transl cell count 5 µM	TNAP activation fold	Lipid droplet	Lipid droplet cells 6.5 µM	MT stabilizer	MT stabilizer Hoechst-high %	MT stabilizer cytotoxicity %
CCOc1ccc(CNC(=O)CCn2c(=O)oc3ccccc32)cc1	i	0	i	32	-6%	3.4*	1169*	0%	-2.7	747	1	.	.	1.8	2.2	11
CC(CCc1ccccc1)NC(=O)/C=C/c1ccccc1 (stereo not given)	i	2	i	55	2%	-0.15	1664	4%	0.7	1346	1	.	.	1.1	1.7	8.4
CCCC(C)C(=O)Nc1ccccc1C(=O)OCC (stereo not given)	i	-10	i	18	8%	.	.	8%	-5.0	973	1	20	846	1.7	2.5	9.5
COc1cccc(-c2csc(NC(=O)Oc3ccccc3)n2)c1	i	13	i	38	8%	-0.32	1581	13%	1.5	1412	1.1	.	.	3.0	1.7	4.9
Nc1cc(N)nc(SCC(=O)NCc2ccco2)n1	i	13	i	36	3%	0.27	1026	7%	-1.0	1101	1.1	8	707	1.5	2.8	4.4
O=C(CSc1nnc(CNC(=O)c2c(F)cccc2Cl)o1)Nc1ccc2c(c1)OCCO2	i	27	i	43	-8%	-0.17	852	-3%	-1.7	1227	1.1	8	808	2.7	1.1	4.7
CCN(CC)CCOC(=O)c1ccc(NC(=O)C(C)NC(=O)C23CC4CC(CC(C4)C2)C3)cc1 (stereo not given)	i	-5	i	5	-10%	-0.2	1394	-8%	-0.7	1016	1.1	3	673	3.1	2.5	11
Cc1cccc(Nc2nnc(SCC(=O)NC3CCCc4ccccc43)s2)c1C (stereo not given)	i	26	i	47	-6%	0.01	1292	-10%	3.8	1005	1.6	-16	438	5.4	2.7	4.0
O=C(Nc1cccc(S(=O)(=O)NCc2ccco2)c1)c1cc(-c2ccc(F)cc2)nc2ccccc12	i	-5	i	23	-10%	-0.45	1115	-7%	-1.6	1040	1	-26	615	3.1	3.4	3.0
CCCC/S(C)=N/S(=O)(=O)c1ccc(C)cc1 (stereo not given)	i	-40	i	58	-1%	-0.06	1182	5%	-4.0	606	1.1	0	650	1.8	1.6	3.5
O=S(=O)(NC1CC1)c1ccc(S(=O)(=O)N2CCCc3ccccc32)cc1	i	5	i	30	14%	-1.2	1143	10%	-2.8	850	1.1	.	.	5.3	3.3	8.7
CS(=O)(=O)Nc1ccc(C(=O)NC2CC3CCC2C3)cc1 (stereo not given)	i	5	i	49	-1%	-0.6	1040	-1%	-5.3	1171	1.1	2	727	1.2	0.7	2.5
O=C(Nc1ccccc1F)N(Cc1ccc(F)cc1)Cc1nc2ccccc2c(=O)[nH]1	i	-9	i	38	-1%	0.48	1234	0%	-1.2	1055	1.1	5	677	5.6	2.1	8.1
C=CCn1c(SCCN2CCOCC2)nc2c1c(=O)[nH]c(=O)n2C	i	0	i	46	-2%	0.19	1823	3%	-6.6	1108	0.9	21	665	2.2	1.2	8.0
Cc1cccc(-n2ncc(C#N)c2N)c1	i	4	i	58	6%	0.22	1196	8%	-0.9	1065	1.1	0	794	3.4	2.0	7.3
Cc1c(CN(C)C)c2c(n1Cc1ccccc1)C(=O)c1ccccc1-2	i	2	i	2	5%	-0.52	872	9%	-0.1	1177	1	-20	717	3.5	2.2	3.6
CCCn1ncc(CN2CCC(CO)(Cc3ccc(OC)cc3)CC2)c1C	i	14	i	18	-6%	-0.51	1437	5%	-6.0	1041	1.1	-23	708	5.5	1.5	9.7
